# GluA2 TARP mod = GluA2-stargazin AMPA receptor complex modulation; O88602+P19491; HEK293 GluA2+stargazin, membrane potential dye (FDSS), glutamate EC50; hits were called plate by plate, in both directions; calls only at 30 µM; hit rate 3.5% among 40,000; AID 1259245;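 active = any of four per-well response measures lying three or more SD from its plate-wide compound average, in either direction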
# Target sequence (O88602 whole entry, looked up): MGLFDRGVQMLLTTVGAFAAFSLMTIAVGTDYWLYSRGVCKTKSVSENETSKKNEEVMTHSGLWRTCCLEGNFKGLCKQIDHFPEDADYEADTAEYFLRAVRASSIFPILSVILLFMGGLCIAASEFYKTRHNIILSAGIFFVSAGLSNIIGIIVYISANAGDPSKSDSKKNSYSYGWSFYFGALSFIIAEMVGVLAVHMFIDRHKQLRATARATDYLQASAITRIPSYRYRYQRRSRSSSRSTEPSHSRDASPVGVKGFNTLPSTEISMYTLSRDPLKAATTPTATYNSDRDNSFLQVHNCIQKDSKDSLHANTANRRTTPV
# Target sequence (P19491 whole entry, looked up): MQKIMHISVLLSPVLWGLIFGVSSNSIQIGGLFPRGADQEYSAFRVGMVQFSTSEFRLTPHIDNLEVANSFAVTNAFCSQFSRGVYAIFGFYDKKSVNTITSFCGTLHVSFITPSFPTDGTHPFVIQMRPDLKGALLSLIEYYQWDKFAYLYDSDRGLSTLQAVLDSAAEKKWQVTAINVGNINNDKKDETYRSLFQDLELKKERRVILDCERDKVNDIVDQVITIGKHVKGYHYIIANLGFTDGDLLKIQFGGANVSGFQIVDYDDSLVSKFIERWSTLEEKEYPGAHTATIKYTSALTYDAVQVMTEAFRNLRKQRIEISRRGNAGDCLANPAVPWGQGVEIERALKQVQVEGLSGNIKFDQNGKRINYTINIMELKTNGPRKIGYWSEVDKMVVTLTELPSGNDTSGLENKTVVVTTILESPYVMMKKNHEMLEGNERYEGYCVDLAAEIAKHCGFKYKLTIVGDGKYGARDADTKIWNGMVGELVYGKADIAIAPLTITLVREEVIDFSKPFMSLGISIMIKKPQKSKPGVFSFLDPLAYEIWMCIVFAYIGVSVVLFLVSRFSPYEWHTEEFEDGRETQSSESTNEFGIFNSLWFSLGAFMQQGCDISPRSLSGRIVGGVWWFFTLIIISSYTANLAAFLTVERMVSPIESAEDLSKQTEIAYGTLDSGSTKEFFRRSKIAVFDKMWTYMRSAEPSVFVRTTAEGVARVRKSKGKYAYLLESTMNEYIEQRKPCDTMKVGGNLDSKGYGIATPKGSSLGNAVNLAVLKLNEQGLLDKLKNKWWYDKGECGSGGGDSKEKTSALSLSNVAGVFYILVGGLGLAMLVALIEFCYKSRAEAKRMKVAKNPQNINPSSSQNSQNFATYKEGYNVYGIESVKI
# GluA2 TARP mod agonism max-min = also measured in GluA2 TARP mod; calls as there; compound max-min signal; compound-alone response (agonism);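 unitless range of fluorescence divided by baseline over first 100 seconds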
# GluA2 TARP mod glutamate slope = further read-out of GluA2 TARP mod, marked with its call; glutamate slope, % of max; measured here: glutamate response slope, % max;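 scaled per plate between vehicle wells and maximal 1 mM glutamate control wells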
# * marks the source's active call; other numbers are inactive results; i = inactive; + = active, no number; & = joins results of further samples. This is a subset; count on the stated rates, not on these rows.
SMILES,GluA2 TARP mod,GluA2 TARP mod agonism max-min,GluA2 TARP mod glutamate slope
COc1ccc(-c2ccc(OCCNS(=O)(=O)c3ccc(F)c(Cl)c3)nn2)cc1,i,0.059,48
COc1ccc(-c2csc(NC(=O)c3ccc(S(=O)(=O)C(C)C)cc3)n2)cc1,i,0.12,48
CCc1ccc(-c2cc3c(=O)n(Cc4nc(-c5ccc(OC)cc5)no4)ccn3n2)cc1,i,0.11,58
CCCn1c(=O)c2c(nc3n(-c4ccc(OC)cc4)c(-c4ccccc4)cn23)n(C)c1=O,i,0.11,59
CCc1ccc(NC(=O)Cn2cc(OC)c(=O)cc2CSc2nnnn2C)cc1,i,0.048,49
O=C(c1ccc(Cl)cc1Cl)N1CCN(c2nccn2-c2ccccc2F)CC1,i,0.033,35
Cc1ccc(S(=O)(=O)N(C)CC(=O)NC(C)(C)CO)cc1,i,0.083,64
COc1cc(C(=O)N(CCN2CCOCC2)c2nc3ccc(C)cc3s2)cc(OC)c1OC,i,0.033,39
O=C(NCC1CCCCC1)C1CC(=O)N(CCN2CCN(S(=O)(=O)c3ccccc3)CC2)C1 (configuration not stated),i,0.068,75
CC(C)c1ccc(OCC(=O)NC2CCCC(O)C2)cc1 (configuration not stated),i,0.16,81

# Continued, overlapping the part above by 6 compounds.
SMILES,GluA2 TARP mod,GluA2 TARP mod agonism max-min,GluA2 TARP mod glutamate slope
CCc1ccc(NC(=O)Cn2cc(OC)c(=O)cc2CSc2nnnn2C)cc1,i,0.048,49
O=C(c1ccc(Cl)cc1Cl)N1CCN(c2nccn2-c2ccccc2F)CC1,i,0.033,35
Cc1ccc(S(=O)(=O)N(C)CC(=O)NC(C)(C)CO)cc1,i,0.083,64
COc1cc(C(=O)N(CCN2CCOCC2)c2nc3ccc(C)cc3s2)cc(OC)c1OC,i,0.033,39
O=C(NCC1CCCCC1)C1CC(=O)N(CCN2CCN(S(=O)(=O)c3ccccc3)CC2)C1 (configuration not stated),i,0.068,75
CC(C)c1ccc(OCC(=O)NC2CCCC(O)C2)cc1 (configuration not stated),i,0.16,81
CCNC(=O)N1CCC(Cn2c(COc3ccccc3)nc3ccccc32)CC1,i,0.07,59
COc1ccc(SCC(=O)Nc2ccc(OC)cc2[N+](=O)[O-])cc1,i,0.16,56
CCOC(=O)c1csc(NC(=O)c2cc3ccccc3o2)n1,+,0.21*,53*
Cc1ccc(S(=O)(=O)N(CC(=O)O)CC(O)Cn2c3ccccc3c3ccccc32)cc1 (configuration not stated),i,0.11,65
O=C(NCCc1ccsc1)c1ccc(Cl)s1,i,0.041,22
Cc1ccc(C(=O)Nc2nnc(-c3cccs3)o2)cc1C,i,0.15,58
O=S(=O)(NCc1cccc(I)c1)N1CCOCC1,i,0.12,78
COc1cn(-c2ccc(F)cc2)nc1C(=O)Nc1nc(C)cs1,i,0.16,61
COc1ccc(S(=O)(=O)Cc2ccc(-c3nc(-c4ccc5c(c4)OCO5)no3)o2)cc1OC,i,0.094,55
COCCNC(=O)c1nn(-c2ccc(F)cc2)cc1OCc1ccccc1,i,0.055,51
COc1ccc(NC(=O)CCc2sc(C)nc2-c2cccs2)cc1,i,0.096,55
COc1ccccc1NC(=O)N1CCC(CNS(=O)(=O)Cc2cccc(F)c2)CC1,i,0.064,37
O=C(NCCn1nc(-c2cccs2)ccc1=O)NCc1ccccc1,i,0.061,35
COc1cc(OC)cc(C(=O)Nc2ccc3c(c2)N(C(C)=O)CCC3)c1,i,0.074,51
COc1ccccc1-c1cc(C(=O)NCCCC(=O)Nc2cccc3cccnc23)[nH]n1,i,0.061,60
O=C1/C(=C/c2cccc(F)c2)Oc2c1ccc1c2CN(C2CC2)CO1,i,0.074,23
COc1ccccc1C1(CNC(=O)Nc2cccc(Cl)c2)CCOCC1,i,0.098,64
COC(=O)c1ccccc1NC(=O)c1nnn(-c2ccccc2)c1-c1ccco1,i,0.09,57
O=C(Nc1ccc(Cl)cc1)Nc1ccccn1,i,0.063,58
CCOc1ccc(C(=O)Nc2ccc3c(c2)CCC(=O)N3CC)cc1OCC,i,0.069,63
NC(=O)c1oc2ccccc2c1NC(=O)C(=O)NCc1ccco1,i,0.094,57
Cc1ccc(S(=O)(=O)N2CCN(c3ccc(C)c(C)c3)CC2)cc1,i,0.082&0.057,67&40
CC(C)c1nnc(C2CCN(C(=O)NCc3cccs3)CC2)o1,i,0.1,62
CN(C)C(CNC(=O)C(=O)NCc1cccs1)c1ccco1 (configuration not stated),i,0.074,100
O=C(NCc1ccccc1)C(=O)Nc1c2c(nn1-c1ccc(Cl)cc1)CS(=O)(=O)C2,i,0.084,83
COc1ccccc1CNC(=O)C(=O)Nc1cccc(N2CCCCC2=O)c1,i,0.049,52
CCOc1cccc(CNC(=O)c2sc(-n3cccc3)nc2C(C)C)c1,i,0.095,48
Cc1ccc(C(=O)N2CCN(c3nc(C)cc(N4CCCCC4)n3)CC2)cc1,i,0.14,32
COc1cccc(NC(=O)NCCNC(=O)c2ccc(NC(=O)C3CC3)cc2)c1OC,i,0.083,43
COc1ccc(C)c2sc(N(CCN3CCOCC3)C(=O)c3cccs3)nc12,i,0.25,68

# Results in GluA2 TARP mod glutamate slope and GluA2 TARP mod agonism max-min (2 entries from above):
canonical_smiles	GluA2 TARP mod glutamate slope	GluA2 TARP mod agonism max-min
CN(C)C(CNC(=O)C(=O)NCc1cccs1)c1ccco1 (configuration not stated)	100	0.074
CCOc1cccc(CNC(=O)c2sc(-n3cccc3)nc2C(C)C)c1	48	0.095

# Next entries follow.
SMILES,GluA2 TARP mod,GluA2 TARP mod agonism max-min,GluA2 TARP mod glutamate slope
COc1ccc(OC)c(NC(=O)COC(=O)c2cc(C(C)=O)n3ccccc23)c1,i,0.13,53
CC(C)S(=O)(=O)c1cccc(C(=O)Nc2nnc(-c3ccc4c(c3)OCCO4)o2)c1,i,0.059,64
CC1Cc2cc(-c3cc(CC(=O)Nc4nccs4)no3)ccc2O1 (configuration not stated),i,0.056,22
CN(c1ccsc1C(=O)Nc1ccc(OCc2ccccc2)cc1)S(=O)(=O)c1ccccc1,i,0.093&0.052,40&105
Cc1cc(Nc2ccccc2C)nc(-n2cc([N+](=O)[O-])cn2)n1,i,0.16,54
CCOCCn1c(=O)c2c(nc(-n3nc(C)cc3C)n2Cc2ccccc2C)n(C)c1=O,i,0.029,57
CC(=O)Nc1ccc(C(=O)NCCNC(=O)COc2ccc(Cl)cc2Cl)cc1,i,0.068,44
COc1cc(/C=C/C(=O)NCC2CCN(S(=O)(=O)C3CC3)CC2)cc(OC)c1OC,i,0.082,33
COc1ccc(NC(=O)/C=C2\SC(=O)N(CC(=O)Nc3ccccc3)C2=O)cc1,i,0.041,47
Cc1ccccc1N1C(=S)N(c2ccc([N+](=O)[O-])cc2)C2CS(=O)(=O)CC21 (configuration not stated),i,0.15,58
CC1CN(C(=O)c2cc(-c3ccccc3)nc3ccccc23)CC(C)O1 (configuration not stated),i,0.094,38
CC1=C(C(=O)OC(C)C)C(c2ccc(OC(F)F)cc2)n2ncnc2N1 (configuration not stated),i,0.12,57
COc1ccc(-c2nnc(NC(=O)c3ccccc3Oc3ccccc3)o2)cc1OC,i,0.033,47
Cc1cnc2c(c1SCc1cccc([N+](=O)[O-])c1)c(=O)n(C)c(=O)n2C,i,0.087,54
CSCCC(C)(O)CNC(=O)C(=O)NCc1ccc(F)cc1 (configuration not stated),i,0.11,56
Cc1ccsc1C(O)CNC(=O)c1c(C)nc2ccccn12 (configuration not stated),i,0.12,54
CNS(=O)(=O)c1ccc(C(=O)Nc2nc3ccccc3s2)o1,i,0.14,61
COc1cc(C)c(C)cc1S(=O)(=O)NCC1CCN(C(C)C)CC1,i,0.1,66
O=C(c1ccc(F)c(F)c1)N1CCC(c2nnc(-c3ccco3)o2)CC1,i,0.094,51
COc1ccc(CC(=O)Nc2ccc3c(c2)N(C(=O)c2ccco2)CC3)cc1OC,i,0.11,67
COc1ccc(NC(=O)CCc2csc3nc(-c4ccc(Cl)cc4)cn23)cc1OC,i,0.18,82
COC(=O)N1CCC(CNC(=O)C(=O)Nc2ccon2)CC1,i,0.087,63
O=C(Nc1ccc(F)c([N+](=O)[O-])c1)c1ccc(=O)n(Cc2cccc([N+](=O)[O-])c2)c1,i,0.1,54
COC(=O)c1ccccc1OCCN1CCCCCC1,i,0.034,37
COC(=O)c1ccc(C(=O)OC)c(NC(=O)C2CCCCC2C(=O)O)c1 (configuration not stated),i,0.072,52
CCCNC(=O)CN1CCN(c2nccn2C)CC1,i,0.044,29
C#CCn1c(=NC(C)=O)sc2ccccc21,i,0.057,61
CCN(C(=O)Cc1cc(=O)oc2cc(C)ccc12)c1ccccc1,i,0.058,45
CSc1cccc(NC(=O)C(=O)Nc2ccc(C)cc2)c1,i,0.09,54
COCCNC(=O)N1CCC(c2nnc(C3CC3)o2)CC1,i,0.079,63
FC(F)(F)c1ccc(CC2CCNC2)cc1 (configuration not stated),i,0.023,48
C=CCn1c(=O)c2c(nc3n(-c4ccc(OCC)cc4)c(-c4ccccc4)cn23)n(C)c1=O,i,0.11,68
CSc1ccccc1CN1CCC(CNC(=O)c2ccc3nsnc3c2)CC1,i,0.077,52
Cc1ccc(NC(=O)C(=O)NCCOc2ccc(F)cc2)cc1Cl,i,0.15,49
COc1ccc(C)cc1NC(=O)Cc1csc(Nc2ccc(F)cc2)n1,i,0.16,57
COc1ccc(S(=O)(=O)CC(=O)Nc2nc3cc4c(cc3s2)OCCO4)cc1,i,0.034,54
O=C(CSc1ccc(NC(=O)c2ccco2)nn1)Nc1ccc2c(c1)OCO2,i,0.074,34
NC(=O)c1ccccc1NC(=O)c1csc(Nc2cccc(Cl)c2)n1,i,0.14,56
CCC(=O)c1ccc(OCC(O)CN2CCN(c3ccc(Cl)cc3)CC2)cc1 (configuration not stated),i,0.073,35
NC(=O)c1ccccc1NC(=O)Cn1cnc(-c2ccccc2)cc1=O,i,0.11,44
CN(C)S(=O)(=O)NCCOc1ccc(-c2ccccc2)nn1,i,0.039,52
Cc1cc(N2CCN(C)CC2)nc2ccc(NC(=O)Nc3ccccc3C(F)(F)F)cc12,i,0.1,70
CCC(=O)N1CCCc2cc(NC(=O)c3ccc(OC)cc3)ccc21,i,0.097,70
COc1cccc(NC(=O)NCC(O)c2ccc(C(F)(F)F)cc2)c1OC (configuration not stated),i,0.15,48
CC(=O)Cn1c(=O)c2c(nc3n(-c4cc(C)ccc4C)c(C)c(C)n23)n(C)c1=O,i,0.056,43
O=C(Nc1ccc2c(c1)OCCO2)C1CCN(c2cnc3ccccc3n2)CC1,i,0.077,60
COc1ccc(C(=O)Nc2sc(SCC(N)=O)nc2-c2ccccc2)c(OC)c1,i,0.077,61
O=C(c1nc2ccccc2s1)N1CCC(c2ccsc2)CC1,i,0.11,72
COc1ccccc1C(=O)Nc1ccc(Nc2cc(-n3ccnc3)ncn2)cc1,i,0.06,68
COC(=O)N1CCC(CNC(=O)c2cccc(N(C)C)c2)CC1,i,0.098,64

# Among those listed so far, 9 contain a furan ring, fused or not.
SMILES,GluA2 TARP mod,GluA2 TARP mod agonism max-min,GluA2 TARP mod glutamate slope
CCOC(=O)c1csc(NC(=O)c2cc3ccccc3o2)n1,+,0.21*,53*
COc1ccc(S(=O)(=O)Cc2ccc(-c3nc(-c4ccc5c(c4)OCO5)no3)o2)cc1OC,i,0.094,55
COC(=O)c1ccccc1NC(=O)c1nnn(-c2ccccc2)c1-c1ccco1,i,0.09,57
NC(=O)c1oc2ccccc2c1NC(=O)C(=O)NCc1ccco1,i,0.094,57
CN(C)C(CNC(=O)C(=O)NCc1cccs1)c1ccco1 (configuration not stated),i,0.074,100
CNS(=O)(=O)c1ccc(C(=O)Nc2nc3ccccc3s2)o1,i,0.14,61
O=C(c1ccc(F)c(F)c1)N1CCC(c2nnc(-c3ccco3)o2)CC1,i,0.094,51
COc1ccc(CC(=O)Nc2ccc3c(c2)N(C(=O)c2ccco2)CC3)cc1OC,i,0.11,67
O=C(CSc1ccc(NC(=O)c2ccco2)nn1)Nc1ccc2c(c1)OCO2,i,0.074,34

# Remaining list, next part
SMILES,GluA2 TARP mod,GluA2 TARP mod agonism max-min,GluA2 TARP mod glutamate slope
COc1cn(CC(=O)NCc2ccc3c(c2)OCO3)c(CSc2nnc(C)s2)cc1=O,i,0.057,53
CC(C)S(=O)(=O)c1ccc(C(=O)Nc2nc3cc4c(cc3s2)OCCO4)cc1,i,0.16,62
CC(=O)c1ccc(NC(=O)CCCn2nc(-c3ccccc3)ccc2=O)cc1,i,0.084,59
Cc1cc(C)c(S(=O)(=O)N2CCN(c3cccc(C)c3C)CC2)c(C)c1,+,0.11*,65*
CCCNC(=O)Cn1c(NCCC)nc2c1c(=O)[nH]c(=O)n2C,i,0.084,63
O=C1NC2(CCN(Cc3ccc(Cl)cc3)CC2)C(=O)N1Cc1ccccc1,i,0.038,42
Cn1c(=O)c2c(nc(N=Nc3c(O)[nH]c4ccccc34)n2Cc2ccccc2)n(C)c1=O,i,0.088,60
Cc1cc(NC(=O)c2ccc3c(c2)OCO3)ccc1N1CCCC1=O,i,0.08,49
O=S(=O)(CCOc1ccc(F)cc1)Nc1ccc2cn[nH]c2c1,i,0.2,40
CCOc1ccc2ccccc2c1C(=O)NCC(c1ccc(OC)cc1)N1CCOCC1 (configuration not stated),+,0.13*,49*
COc1cccc(CNC(=O)c2snc(C(=O)N3CCCC3)c2N)c1,i,0.078,65
O=C(NCc1ccccc1)C(=O)NCC1CCN(Cc2ccco2)CC1,i,0.05,61
COc1ccc(OC)c(-c2ccc(=O)n(CC(=O)N3CCOCC3)n2)c1,i,0.077,98
CCOC(=O)CCn1c(=O)c2c(nc3n(-c4ccccc4)c(C)cn23)n(C)c1=O,i,0.069,28
CC1=C(C(=O)Nc2cc(C(F)(F)F)ccc2Cl)C(c2ccc(C)cc2)C2=C(CCCC2=O)N1 (configuration not stated),+,0.15*,38*
COc1ccccc1CCNS(=O)(=O)CCNC(=O)c1ccccc1,i,0.1,64
